ssDAF-12 act: S. stercoralis DAF-12 nuclear receptor activators, primary screen, cell-based, luminescence, HEK293, GRIP1 co-expression, lit1-tk-luc; Nuclear hormone receptor DAF-12 (Strongyloides stercoralis); 370,000 tested, 1% active; HEK293 ssDAF-12/GRIP1 lit1-tk-luc reporter; % of 3 µM dafachronic acid response; AID 652126, 2013; activation, % at 6.8 µM;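 active means activation above the mean over all tested compounds plus 3 SD, cut at about 0.9% in these data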;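 further: 0% = DMSO-only wells and 100% = 3 µM delta7-dafachronic acid wells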
PG9 binder: binders of HIV-1 gp120 antibody PG9, primary screen, biochemical, TR-FRET. TR-FRET gp120-PG9 antibody binding. HIV-1 gp120 / PG9 antibody interaction. 360,000 tested, 0.43% active. inhibition, % at 6.7 µM. AID 624416, 2012; in the data active means inhibition above about 8.5%
SMARCA2 activ: SMARCA2 (BRM) function activators, primary screen, cell-based, luminescence, high throughput. MG213 cells, MMTV-luciferase reporter, dexamethasone, overnight. 370,000 tested, 1% active. activation, % at 9.1 µM. AID 652017, 2013; in the data active means activation above about 7.8%;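 further: 0% = vehicle wells and 100% = reference activator wells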
FXN GAA850 act: FXN promoter activators, primary screen, cell-based, luciferase luminescence, HEK293 lucGAA850 | HEK293 lucGAA850 FXN promoter luciferase reporter, 24 h; percent of 10 µM SAHA response | activation, % at 6 µM | 360,000 tested, 0.56% active | AID 540364, 2011;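 active means activation above the average of all compounds screened plus 3 SD, cutoff fixed separately per campaign, cut at about 7.5% in these data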;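 further: 0% = DMSO wells and 100% = 10 µM SAHA wells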
DAX1 inh-1: DAX1 (NR0B1) inhibitors, primary screen, cell-based, HEK293, Gal4-DAX1, luciferase luminescence | Nuclear receptor subfamily 0 group B member 1 (Homo sapiens), P51843 | HEK293 Gal4-DAX1 luciferase reporter | inhibition, % at 6.75 µM | 340,000 tested, 0.99% active | AID 504766, 2011;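 active means inhibition above the mean over all tested compounds plus 3 SD, cut at about 4.2% in these data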;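 further: 0% = DAX1-transfected cells with DMSO and 100% = empty-vector control cells with DMSO; inhibition shows as a rise in luminescence from relieved DAX1 repression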
Target sequence (P51843 207-470 limits assumed): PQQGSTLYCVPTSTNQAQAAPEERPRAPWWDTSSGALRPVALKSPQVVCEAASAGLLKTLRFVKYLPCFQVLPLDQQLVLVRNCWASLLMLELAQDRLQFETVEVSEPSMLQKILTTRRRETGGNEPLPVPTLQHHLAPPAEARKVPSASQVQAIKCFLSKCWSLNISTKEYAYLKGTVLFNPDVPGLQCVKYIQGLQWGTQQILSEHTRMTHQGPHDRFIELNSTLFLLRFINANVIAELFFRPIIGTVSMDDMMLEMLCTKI
PLC-beta3 inh: human PLC-beta3 inhibitors, primary screen, biochemical, fluorescence | Purified PLC-beta3, fluorogenic substrate | inhibition, % at 12.2 µM | 370,000 tested, 0.18% active | AID 720704, 2013; in the data active means inhibition above about 11%;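 further: 0% = median of compound wells on plate and 100% = full blocker control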
sPLA2-III inh: human group III sPLA2 inhibitors, primary screen, biochemical, QFRET, BODIPY PC-A2 liposome substrate; Group 3 secretory phospholipase A2 (Homo sapiens), Q9NZ20; inhibition, % at 12.2 µM; QFRET BODIPY PC-A2 liposome hydrolysis, fluorescence; AID 743126, 2013; 370,000 tested, 0.56% active;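 active means inhibition above mean plus 3 SD of compounds lying within the high and low control bounds, cut at about 19% in these data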;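 further: 0% = median of test compound wells and 100% = no enzyme DMSO wells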
Target sequence (Q9NZ20 whole entry, looked up): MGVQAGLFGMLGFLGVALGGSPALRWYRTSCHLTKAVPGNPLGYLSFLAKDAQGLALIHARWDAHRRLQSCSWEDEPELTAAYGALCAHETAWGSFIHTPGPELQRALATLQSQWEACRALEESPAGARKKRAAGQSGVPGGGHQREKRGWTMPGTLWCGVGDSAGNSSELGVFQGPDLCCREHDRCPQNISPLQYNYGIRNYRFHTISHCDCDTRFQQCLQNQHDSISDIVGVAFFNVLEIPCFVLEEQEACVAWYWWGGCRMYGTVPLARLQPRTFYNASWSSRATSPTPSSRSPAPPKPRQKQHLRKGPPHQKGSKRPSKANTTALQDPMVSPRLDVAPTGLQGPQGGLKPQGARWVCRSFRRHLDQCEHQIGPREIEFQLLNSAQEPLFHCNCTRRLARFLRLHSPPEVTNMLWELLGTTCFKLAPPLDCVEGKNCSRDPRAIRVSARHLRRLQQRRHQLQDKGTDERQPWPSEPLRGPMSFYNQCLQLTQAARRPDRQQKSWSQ
hcDAF-12 act: H. contortus DAF-12 nuclear receptor activators, primary screen, cell-based, luminescence, HEK293, lit1-tk-luc reporter. HEK293 hcDAF-12 lit1-tk-luc reporter; 0% DMSO, 100% Δ7-dafachronic acid. 370,000 tested, 1.4% active. activation, % at 6.8 µM;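 active means activation above the mean of all tested compounds plus 3 SD, cut at about 5.5% in these data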;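 further: 100% = response to 3 µM Δ7-dafachronic acid high control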
DAX1 inh-2: DAX1 (NR0B1) inhibitors on StAR promoter, primary screen, cell-based, luminescence, SF-1 (NR5A1), full-length DAX-1. 370,000 tested, 1.1% active. HEK293T StAR-luciferase reporter, SF-1/DAX-1 repression relief. AID 652010, 2013. inhibition, % at 6.8 µM;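 active means inhibition above the mean over all tested compounds plus 3 SD, cut at about 3.6% in these data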;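 further: 0% = DAX-1 cells with DMSO and 100% = cells lacking DAX-1 with DMSO; higher inhibition means more luminescence from relief of DAX-1 repression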
hgDAF-12 ag: H. glycines DAF-12 receptor agonists, primary screen, cell-based, luminescence, HEK293, GAL4 fusion, UAS-luciferase; HEK293 GAL4-hgDAF12 UAS-luciferase reporter, agonist luminescence; normalized to butyrate control; activation, % at 6.8 µM; 370,000 tested, 1.8% active; Nuclear hormone receptor DAF-12 (Heterodera glycines), GAL4 fusion; AID 687014, 2013;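 active means activation above a cutoff set at the mean of all screened compounds plus 3 SD, cut at about 10% in these data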;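 further: 0% = DMSO wells and 100% = sodium butyrate wells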
Rev-erbA mod: modulators of Rev-erb alpha DNA binding, primary screen, biochemical, FITC-DNA, fluorescence polarization, uHTS. Rev-erbα–FITC-DNA binding, 90 min. activity, % at 10 µM. Nuclear receptor subfamily 1 group D member 1 (Homo sapiens), P20393. 370,000 tested, 0.79% active;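 active means activity above about 14%, limit read from the data; passing the limit was not always enough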;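 further: 0% = DMSO wells with 35 nM protein and 100% = DMSO wells with 750 nM protein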
Numbers without * were called inactive.

What do the screens show for `Cn1c(-c2ccccc2)c(C(=O)CCl)c2ccccc21`?
ssDAF-12 act: -1.2; PG9 binder: -2.5; SMARCA2 activ: -8; FXN GAA850 act: -1.4; DAX1 inh-1: 1.4; PLC-beta3 inh: 2; sPLA2-III inh: -2; hcDAF-12 act: -0.7; DAX1 inh-2: -0.5; hgDAF-12 ag: -5.8; Rev-erbA mod: -3

What do the screens show for `O=c1cc(C(F)(F)F)oc2c1ccc1ccccc12`?
ssDAF-12 act: -1.0; PG9 binder: 3.1; SMARCA2 activ: -5; FXN GAA850 act: 2.4; DAX1 inh-1: -0.8; PLC-beta3 inh: -100; sPLA2-III inh: -8; hcDAF-12 act: -2.0; DAX1 inh-2: -0.6; hgDAF-12 ag: -1.0; Rev-erbA mod: 0

Results for CC(C)Cn1c(CCC(N)=O)nnc1SC(C)C(=O)Nc1ccc2c(c1)OCO2 (stereo unspecified) ?
ssDAF-12 act: -0.8; PG9 binder: 2.1; SMARCA2 activ: -1; FXN GAA850 act: -0.6; DAX1 inh-1: -0.1; PLC-beta3 inh: -6; sPLA2-III inh: 11; hcDAF-12 act: 0.0; DAX1 inh-2: -1.4; hgDAF-12 ag: -0.8; Rev-erbA mod: -7

How did Cc1csc2c(NCCCN3CCOCC3)ncnc12 do in these assays?
ssDAF-12 act: -1.4; PG9 binder: -0.5; SMARCA2 activ: 1; FXN GAA850 act: 1.7; DAX1 inh-1: 1.2; PLC-beta3 inh: -2; sPLA2-III inh: 0; hcDAF-12 act: 2.9; DAX1 inh-2: 0.5; hgDAF-12 ag: -1.7; Rev-erbA mod: -2

What do the screens show for `O=C1c2ccccc2C(=O)N1CCSc1ncn[nH]1`?
ssDAF-12 act: -1.2; PG9 binder: 1.0; SMARCA2 activ: -8; FXN GAA850 act: 0.3; DAX1 inh-1: 1.4; PLC-beta3 inh: 2; sPLA2-III inh: -1; hcDAF-12 act: -2.5; DAX1 inh-2: -0.1; hgDAF-12 ag: 1.3; Rev-erbA mod: 3

How did COC(=O)[C@]12C[C@H](CC(=O)N3CCSCC3)C(=O)N(Cc3ccc(Cl)cc3Cl)C1=C[C@H](C1CCCC1)O[C@@H]2C do in these assays?
ssDAF-12 act: -0.7; SMARCA2 activ: -2; PLC-beta3 inh: 6; sPLA2-III inh: -6; hcDAF-12 act: -1.4; DAX1 inh-2: -0.7; hgDAF-12 ag: 6.9; Rev-erbA mod: 2

Results for Cc1ccc(Cl)c(OCC(=O)NN2CCN(C)CC2)c1 ?
ssDAF-12 act: -0.5; PG9 binder: -0.8; SMARCA2 activ: -2; FXN GAA850 act: 0.8; DAX1 inh-1: 0.8; PLC-beta3 inh: -7; sPLA2-III inh: 6; hcDAF-12 act: -1.0; DAX1 inh-2: -0.5; hgDAF-12 ag: -1.7; Rev-erbA mod: 0

What do the screens show for `Cc1noc(C)c1CSc1nnc2scc(-c3ccc(Cl)cc3)n12`?
ssDAF-12 act: -1.1; PG9 binder: 2.0; SMARCA2 activ: -2; FXN GAA850 act: 4.0; DAX1 inh-1: -0.3; PLC-beta3 inh: 4; sPLA2-III inh: 1; hcDAF-12 act: -1.9; DAX1 inh-2: -0.4; hgDAF-12 ag: 0.7; Rev-erbA mod: -4

How did Cc1ccc(CNC(=O)CCC(=O)Nc2nnc(C3CCCCC3)s2)cc1 do in these assays?
ssDAF-12 act: -0.5; PG9 binder: 0.9; SMARCA2 activ: -4; FXN GAA850 act: 0.2; DAX1 inh-1: -0.7; PLC-beta3 inh: -9; sPLA2-III inh: 18; hcDAF-12 act: -0.5; DAX1 inh-2: 0.3; hgDAF-12 ag: -0.7; Rev-erbA mod: 2

How did O=C(O)C(Cc1ccnc2ccccc12)=NO do in these assays?
ssDAF-12 act: 0.5; PG9 binder: -2.5; SMARCA2 activ: -4; FXN GAA850 act: 0.3; DAX1 inh-1: -0.5; PLC-beta3 inh: -4; sPLA2-III inh: -9; hcDAF-12 act: -1.6; DAX1 inh-2: -0.9; hgDAF-12 ag: -0.8; Rev-erbA mod: 1

What do the screens show for `COc1cc(/C=C/C(=O)O)cc(Br)c1O`?
ssDAF-12 act: -0.8; PG9 binder: -3.7; SMARCA2 activ: -3; FXN GAA850 act: 1.6; DAX1 inh-1: 0.0; PLC-beta3 inh: -53; sPLA2-III inh: 1; hcDAF-12 act: -1.8; DAX1 inh-2: -0.1; hgDAF-12 ag: 4.6; Rev-erbA mod: -2

How did Cc1ccccc1-n1c(=O)[nH]c(=O)c2c(N)c(C(=O)c3ccc(Cl)cc3)sc21 do in these assays?
ssDAF-12 act: 0.2; PG9 binder: -2.5; SMARCA2 activ: -3; FXN GAA850 act: 5.9; DAX1 inh-1: 0.1; PLC-beta3 inh: -3; sPLA2-III inh: 4; hcDAF-12 act: -2.1; DAX1 inh-2: 0.5; hgDAF-12 ag: -2.6; Rev-erbA mod: 12

Results for CN(C)S(=O)(=O)c1ccc(C(=O)NCCN=C2NS(=O)(=O)c3ccccc32)cc1 ?
ssDAF-12 act: -1.5; PG9 binder: 0.6; SMARCA2 activ: -1; FXN GAA850 act: 0.1; DAX1 inh-1: 0.8; PLC-beta3 inh: -3; sPLA2-III inh: -4; hcDAF-12 act: -0.2; DAX1 inh-2: 0.2; hgDAF-12 ag: 0.2; Rev-erbA mod: -4

What do the screens show for `CCOc1ccc(-c2nnn(CCC(=O)O)n2)cc1OC`?
ssDAF-12 act: -1.7; PG9 binder: 0.6; SMARCA2 activ: -1; FXN GAA850 act: -0.2; DAX1 inh-1: 3.2; PLC-beta3 inh: 2; sPLA2-III inh: 6; hcDAF-12 act: 1.5; DAX1 inh-2: 2.2; hgDAF-12 ag: 0.7; Rev-erbA mod: -1

What do the screens show for `CN(CC(=O)NCCc1ccc(Cl)cc1)S(=O)(=O)c1ccc2c(c1)c(=O)n(C)c(=O)n2C`?
ssDAF-12 act: -1.1; PG9 binder: -1.5; SMARCA2 activ: 3; FXN GAA850 act: -1.9; DAX1 inh-1: 0.8; PLC-beta3 inh: -1; sPLA2-III inh: -10; hcDAF-12 act: -1.5; DAX1 inh-2: -0.4; hgDAF-12 ag: -0.5; Rev-erbA mod: -1

What do the screens show for `CCOC(=O)c1cc(CC)sc1NC(=O)C1CC1`?
ssDAF-12 act: -1.3; PG9 binder: -0.4; SMARCA2 activ: 0; FXN GAA850 act: -0.8; DAX1 inh-1: 0.9; PLC-beta3 inh: 3; sPLA2-III inh: -7; hcDAF-12 act: 2.5; DAX1 inh-2: -1.2; hgDAF-12 ag: -0.2; Rev-erbA mod: 4

Results for CC1CCCCC12NC(=O)N(CC(=O)NCc1ccco1)C2=O (stereo unspecified) ?
ssDAF-12 act: -1.8; PG9 binder: -1.0; SMARCA2 activ: -4; FXN GAA850 act: 1.3; DAX1 inh-1: 0.6; PLC-beta3 inh: -2; sPLA2-III inh: -2; hcDAF-12 act: -0.1; DAX1 inh-2: 1.4; hgDAF-12 ag: -0.1; Rev-erbA mod: -6

What do the screens show for `COc1ccccc1NC(=O)CSc1ccc(-c2cccs2)nn1`?
ssDAF-12 act: -1.7; PG9 binder: -0.1; SMARCA2 activ: -5; FXN GAA850 act: 2.0; DAX1 inh-1: -1.2; PLC-beta3 inh: -6; sPLA2-III inh: 1; hcDAF-12 act: -1.6; DAX1 inh-2: -0.9; hgDAF-12 ag: -3.3; Rev-erbA mod: 1

How did CC(C)OC(=O)CSc1nnc(-c2ccc([N+](=O)[O-])cc2)o1 do in these assays?
ssDAF-12 act: -0.8; PG9 binder: -0.9; SMARCA2 activ: -4; FXN GAA850 act: -0.7; DAX1 inh-1: 0.3; PLC-beta3 inh: 1; sPLA2-III inh: 9; hcDAF-12 act: 0.1; DAX1 inh-2: 0.4; hgDAF-12 ag: -3.0; Rev-erbA mod: -5

Results for COC(=O)C1=C(C)N(Cc2ccc(C(F)(F)F)cc2)C(=NCc2ccc3c(c2)OCO3)NC1c1ccccc1 (stereo unspecified) ?
ssDAF-12 act: -0.4; PG9 binder: 0.5; SMARCA2 activ: -8; PLC-beta3 inh: 7; sPLA2-III inh: -11; hcDAF-12 act: -0.2; DAX1 inh-2: 0.8; hgDAF-12 ag: 1.2; Rev-erbA mod: 0

What do the screens show for `COc1ccc(NC(=O)C2CCCN2C(=O)Nc2ccc(OC)cc2)cc1` (stereo unspecified)?
ssDAF-12 act: -0.8; PG9 binder: 0.2; SMARCA2 activ: -2; FXN GAA850 act: 2.5; DAX1 inh-1: -0.4; PLC-beta3 inh: 1; sPLA2-III inh: -1; hcDAF-12 act: -2.1; DAX1 inh-2: -0.4; hgDAF-12 ag: -1.8; Rev-erbA mod: 6

Results for C=CCc1cccc2cc(C(=O)N(CC)CC)c(=O)oc12 ?
ssDAF-12 act: -0.5; PG9 binder: -1.8; SMARCA2 activ: 4; FXN GAA850 act: -0.7; DAX1 inh-1: 0.7; PLC-beta3 inh: -3; sPLA2-III inh: 2; hcDAF-12 act: -2.1; DAX1 inh-2: 0.6; hgDAF-12 ag: -2.1; Rev-erbA mod: -2

How did COC(=O)[C@]12C[C@H](CC(=O)NCCc3ccccc3OC)C(=O)N(CCc3ccc(OC)c(OC)c3)C1=C[C@H](C(C)(C)C)O[C@@H]2C do in these assays?
ssDAF-12 act: -2.2; SMARCA2 activ: -1; PLC-beta3 inh: 0; sPLA2-III inh: -18; hcDAF-12 act: -2.1; DAX1 inh-2: -1.5; hgDAF-12 ag: 0.7; Rev-erbA mod: 4

What do the screens show for `COCCNC(=O)c1onc(CSc2cc(C)ccc2C)c1C(=O)O`?
ssDAF-12 act: -0.3; PG9 binder: 2.2; SMARCA2 activ: -1; FXN GAA850 act: -0.5; DAX1 inh-1: 1.5; PLC-beta3 inh: -1; sPLA2-III inh: 5; hcDAF-12 act: 2.8; DAX1 inh-2: 0.7; hgDAF-12 ag: 0.0; Rev-erbA mod: 2

How did CC(=O)c1cc(OC(=O)N2CCOCC2)ccc1OC(=O)N1CCOCC1 do in these assays?
ssDAF-12 act: -1.4; PG9 binder: 0.6; SMARCA2 activ: -2; FXN GAA850 act: 3.0; DAX1 inh-1: -0.2; PLC-beta3 inh: 2; sPLA2-III inh: 0; hcDAF-12 act: -1.2; DAX1 inh-2: 0.5; hgDAF-12 ag: 1.5; Rev-erbA mod: 8
